TRPC4 potent – allosteric potentiators of mouse TRPC4 channel; HEK293 TRPC4beta/mu-opioid, DAMGO EC20, Fluo-4 Ca2+ flux; hits give high values; B-score at 10 µM; 310,000 tested, 0.42% active;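 active = B-score of calcium response area above 5 SD of library B-scores, with initial fluorescence ratio within 5 SD of library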;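 also: B-score of integrated fluorescence ratio over time as area under calcium response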
TRPC4 block – blocks the mouse TRPC4 cation channel | Q9QUQ5 | HEK293 TRPC4beta/mu-opioid, DAMGO-evoked Fluo4 calcium flux; hits give low values | B-score at 10 µM | 300,000 tested, 0.39% active | AID 2247;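 active = B-score over 3 SD under the library average, no early fluorescence shift, positive overall ratio signal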
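Assay system: HEK293 cells with stable TRPC4beta plus mu-opioid receptor expression. Dosing: single dose. Measured by: Fluo4 Ca2+ flux fluorescence. Also added: DAMGO in two steps, submaximal then maximal. Read-out: B score from integrated Fluo4 fluorescence ratio.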
MrgX1 PAM – human MrgX1 positive allosteric modulation, primary screen | Q96LB2 | MrgX1-HEK293, Fluo-4 calcium flux, FDSS; hits give high values | B-score at 10 µM | 310,000 tested, 0.63% active;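 active = plate-corrected calcium response at least 3 library SD above typical, normal starting fluorescence, not activating the receptor alone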;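 also: compound read alongside a low EC10 to EC30 dose of BAM8-22 agonist; peak minus trough fluorescence over baseline measured at the second addition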
TRPC6 act – activators of mouse TRPC6 channel. Q61143. HEK293-TRPC6 membrane potential dye fluorescence; hits give high values. B-score at 10 µM. 310,000 tested, 0.13% active;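 active = B-score of the integrated fluorescence ratio above library mean plus 3 SD, and starting fluorescence ratio within library mean plus 5 SD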;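 also: higher score means more depolarization so channel activation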
Target sequence (Q61143 whole entry, looked up): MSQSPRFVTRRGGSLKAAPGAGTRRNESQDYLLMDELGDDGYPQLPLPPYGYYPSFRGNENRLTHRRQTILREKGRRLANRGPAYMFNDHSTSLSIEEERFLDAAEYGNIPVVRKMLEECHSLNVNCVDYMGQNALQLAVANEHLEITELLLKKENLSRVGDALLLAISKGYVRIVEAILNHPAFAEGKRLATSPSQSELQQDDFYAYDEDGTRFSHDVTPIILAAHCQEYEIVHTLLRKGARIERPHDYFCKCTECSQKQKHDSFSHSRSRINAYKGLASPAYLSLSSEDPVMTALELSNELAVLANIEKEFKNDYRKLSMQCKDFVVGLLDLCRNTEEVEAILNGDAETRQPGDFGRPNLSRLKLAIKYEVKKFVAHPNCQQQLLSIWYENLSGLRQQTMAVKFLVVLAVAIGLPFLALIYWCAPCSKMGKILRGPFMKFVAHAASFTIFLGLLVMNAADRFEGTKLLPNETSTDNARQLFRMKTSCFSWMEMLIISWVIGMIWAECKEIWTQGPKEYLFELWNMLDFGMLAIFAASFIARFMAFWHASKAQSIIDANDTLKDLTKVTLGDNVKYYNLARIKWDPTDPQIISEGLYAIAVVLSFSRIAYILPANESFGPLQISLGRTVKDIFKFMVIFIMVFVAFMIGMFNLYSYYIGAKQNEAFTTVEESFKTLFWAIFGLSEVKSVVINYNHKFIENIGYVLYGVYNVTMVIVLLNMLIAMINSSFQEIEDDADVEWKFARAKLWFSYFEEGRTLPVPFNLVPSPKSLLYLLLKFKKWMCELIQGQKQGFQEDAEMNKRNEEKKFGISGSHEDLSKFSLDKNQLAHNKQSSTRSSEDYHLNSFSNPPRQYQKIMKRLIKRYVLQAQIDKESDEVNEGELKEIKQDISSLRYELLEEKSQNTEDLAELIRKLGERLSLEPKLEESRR
MrgX1 ag – human MrgX1 receptor agonism, primary screen. Q96LB2. MrgX1-HEK293 cells, Fluo-4 calcium fluorescence, agonist mode; hits give high values. 310,000 tested, 0.44% active. B-score at 10 µM;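 active = calcium response B-score plate-corrected fluorescence ratio at least 3 library SD, with starting fluorescence B-score inside 5 SD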
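Test system: Stable human MrgX1 HEK293 cell line | Schedule: Overnight plating before 1 h dye loading | Read-out basis: Baseline-normalised fluorescence change ratio, B-scored | Detection: Kinetic calcium dye fluorescence, Fluo-4 NW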
TRPC6 inh – mouse TRPC6 channel inhibition; Q61143; HEK293-TRPC6, membrane potential dye, ACh-evoked depolarization; hits give low values; B-score at 10 µM; 310,000 tested, 1.1% active; AID 2553;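 active = B-score under library mean minus 3 SD, initial fluorescence not abnormally high, positive integrated signal ratio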;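 also: B-score derived from integrated fluorescence ratio over the kinetic read; more negative B-score means stronger inhibition of depolarization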
RGS4 block – human RGS4 inhibition; B-score at 10 µM; AID 463165; HEK293 M3R/RGS4 inducible, Fluo-4 calcium flux; hits give high values; triggered by carbachol at its EC20; P49798; 310,000 tested, 0.45% active;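 active = B-score, a plate-corrected calcium signal, over three deviations above library mean, with baseline fluorescence within five deviations of library mean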;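 also: RGS4 expression induced by doxycycline in cells with stable M3 receptor; B-score is computed from the integrated fluorescence ratio over baseline after carbachol; higher B-score means a larger calcium signal and so more RGS4 inhibition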
TRPC4 act – opens the mouse TRPC4 cation channel. HEK293 TRPC4beta/mu-opioid, Fluo4 calcium fluorescence; hits give high values. B-score at 10 µM. 310,000 tested, 0.49% active. AID 2237;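 active = B-score above 5 SD of library B-scores, and initial fluorescence ratio not above library mean plus 5 SD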;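 also: positive B-score marks a calcium rise read as TRPC4 activation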
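Assay system: HEK293 stable line with TRPC4beta plus mu-opioid receptor. Times: dye 45 min RT, read 110 s. Measured by: kinetic Fluo4 calcium fluorescence. Measure: B score of integrated ratio. Controls: assay buffer as low control, maximal DAMGO as high control.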
ANO1 block – inhibitors of mouse TMEM16A calcium-activated chloride channel. normalized B-score (activity score, 25-100; higher = stronger inhibition) at 10 µM. 310,000 tested, 1.2% active. HEK293 TMEM16A/YFP iodide influx fluorescence, ionomycin. Q8BHY3;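 active = ratio plate-corrected score three or more library SD toward inhibition, starting fluorescence score within five deviations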;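 also: score derived from kinetic fluorescence span divided by baseline fluorescence per well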
ANO1 activ – mouse TMEM16A channel activation, primary screen; AID 623877; HEK293 TMEM16A/YFP-H148Q/I152L, iodide quench fluorescence; hits give low values; 340,000 tested, 0.3% active; B-score at 10 µM;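 active = fluorescence-ratio B-score plate-corrected deviation score at least 3 library SD below zero, with starting fluorescence score within 5 deviations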;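 also: channel opened by trigger with iodide after compound preincubation; score built on the fluorescence ratio of max minus min over baseline; more negative score means more quench and so TMEM16A activation or potentiation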
MrgX1 antag – blocks BAM8-22 activation of human MrgX1 receptor; MRGX1-HEK293 calcium flux, Fluo-4, BAM8-22 antagonism; hits give low values; B-score at 10 µM; 310,000 tested, 1.3% active; Q96LB2;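 active = calcium-response B-score plate-corrected more than 3 library SD below zero, starting fluorescence within 5 deviations, no agonist response on first addition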;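 also: peak minus trough fluorescence over baseline after final BAM8-22 challenge near maximal dose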
The depositor's hits bear a star; i = inactive; · = no result given.

Below each SMILES: TRPC4 potent	TRPC4 block	MrgX1 PAM	TRPC6 act	MrgX1 ag	TRPC6 inh	RGS4 block	TRPC4 act	ANO1 block	ANO1 activ	MrgX1 antag
COC(=O)c1cccc(NS(C)(=O)=O)c1C
  i	i	i	i	i	i	i	i	i	i	i
COc1ccc(C(=O)C2C(c3ccc(-c4ccccc4[N+](=O)[O-])o3)NC(=O)NC2(O)C(F)(F)F)cc1 (stereo not given)
  i	i	i	i	i	i	i	i	i	i	i
C#CCNc1c2c(nc3ncnn13)CC(C)CC2 (stereo not given)
  i	i	i	i	i	i	i	i	i	i	i
Cc1cc(NC(=O)COC(=O)COc2ccc3c4c(c(=O)oc3c2)CCC4)no1
  i	i	i	i	i	i	i	i	i	i	i
CCC(=O)Nc1cccc(NC(=O)CSc2nnc(C(C)C)n2CC)c1
  i	i	i	i	i	i	i	i	i	i	i
O=C(O)CN1C(=O)/C(=C/c2ccccc2Cl)Oc2ccccc21
  i	i	i	i	i	i	6.5*	i	i	i	i
COCCCn1c(SCCc2ccccc2)nc2cc(OC)c(OC)cc2c1=N
  i	i	i	i	i	i	i	i	i	i	i
O=c1nc(-c2ccccc2)n(-c2ccc(Cl)cc2)[nH]1
  i	i	i	i	i	i	i	i	i	i	i
CC(=O)c1c(C)c2c(n1CCN(C)C)CCCC2
  i	i	i	i	i	i	i	i	i	i	i
CC(C(=O)NCc1ccc2c(c1)OCO2)N(c1ccccc1)S(C)(=O)=O (stereo not given)
  i	i	i	i	i	i	i	i	i	i	i
O=C1CCCC2=C1C1(CCCCC1)N=C(Nc1nc3ccccc3o1)N2
  i	i	i	i	i	i	i	i	i	i	i
COc1ccccc1-c1ocnc1C(=O)N1CCN(C(=O)C(c2ccccc2)c2ccccc2)CC1
  i	i	i	i	i	i	i	i	i	i	i
Cc1ccc(C(=O)COC(=O)CNC(=O)Cc2ccccc2)cc1[N+](=O)[O-]
  i	i	i	i	i	i	i	i	i	i	i
O=C(NNC(=O)c1ccc2c(c1)OCO2)NC12CC3CC(CC(C3)C1)C2
  i	i	i	i	i	i	i	i	i	i	i
COc1cc(OC)c(NC(=O)Nc2ccc(OC)c(OC)c2)cc1Cl
  i	i	i	i	i	i	i	i	i	i	i
NC(=O)c1c(N)sc(=S)n1-c1ccccc1
  i	i	i	i	i	i	i	i	i	i	i
COc1ccc(Cl)cc1N1C(=NC(=O)C2CCCO2)SC2CS(=O)(=O)CC21 (stereo not given)
  i	i	i	i	i	i	i	i	i	i	i
Cc1ccc(S(=O)(=O)c2n[nH]n3c2nc(=O)c2ccccc23)cc1
  i	i	i	i	i	i	i	i	i	i	i
O=c1[nH]c(CN2CCN(c3ccccc3O)CC2)nc2scc(-c3ccccc3Cl)c12
  i	i	i	i	i	i	i	i	i	i	i
COc1cccc(SCc2noc(C(=O)NCCN(C)C)c2C(=O)NCCN(C)C)c1
  i	i	i	i	i	i	i	i	i	i	i
c1ccc(-c2cn(-c3ccccc3)c3[n+]2CCS3)cc1
  i	i	i	i	i	i	i	i	i	i	i
Cc1ccc(NC(=O)COC(=O)CCC(=O)c2cccs2)cc1C
  i	i	i	i	i	i	i	i	i	i	i
Cc1cccc(-n2nc(C)c3c2NC2=C(C(=O)CCC2)C3c2ccccn2)c1 (stereo not given)
  i	i	i	i	i	i	i	i	i	i	i
Cc1ccc(C(=O)CCC(=O)Nc2cccnc2)cc1C
  i	i	i	i	i	i	i	i	i	i	i
CC(NC(=O)CCN1C(=O)c2ccccc2C1=O)c1ccccc1 (stereo not given)
  i	i	i	i	i	i	i	i	i	i	i
CCOc1ccc(NC(=O)c2ccccc2-c2ccccc2C(=O)O)cc1
  i	i	i	i	i	i	i	i	i	i	i
CCC(=O)c1ccc(OC(=O)c2ccc(Br)o2)cc1
  i	i	i	i	i	i	i	i	i	i	i
C=CCNC(=O)/C(C#N)=C/c1c(N2CCN(c3ccc(OC)cc3)CC2)nc2c(C)cccn2c1=O
  i	i	i	i	i	i	i	i	i	i	i
O=C(CSCc1cnn(-c2ccccc2)c1-n1cccc1)N1CCN(Cc2ccccc2)CC1
  i	i	i	i	i	i	i	i	i	i	i
O=C(Cc1ccccc1)NNC(=S)Nc1ccccc1
  i	i	i	i	i	i	i	i	i	i	i
COc1cccc(CNC(=O)C2CC(=O)N(C3CCCCC3)C2)c1 (stereo not given)
  i	i	i	i	i	i	i	i	i	i	i
COc1ccc(CNC(=O)CN(c2ccc(OC)c(Cl)c2)S(=O)(=O)c2ccc(C)cc2)cc1
  i	i	i	i	i	i	i	i	i	i	i
CCCCN1CCCC1CNC(=O)c1cc(C#N)c2ccccc2c1OC (stereo not given)
  i	i	i	i	i	i	i	i	i	·	i
Cc1ccc(-n2cnc3sc(C)c(C)c3c2=O)cc1
  i	i	i	i	i	i	i	i	i	i	i
COc1ccc(NC(=O)c2cccc3c2C(=O)N(CC2CCCO2)C3)cc1OC (stereo not given)
  i	i	i	i	i	i	i	i	i	i	i
O=C(N/N=C/c1ccc(OC(=O)c2ccccc2)cc1)c1cccnc1
  i	i	i	i	i	i	i	i	i	i	i
CC(=O)OC(C(=O)NC1CCCCC1)c1cccc(C)c1 (stereo not given)
  i	i	i	i	i	i	i	i	i	i	i
CC(C)Cn1c(N)c(C(=O)COC(=O)c2ccccc2Cl)c(=O)n(C)c1=O
  i	i	i	i	i	i	i	i	i	i	i
COC(=O)C1(C)NC(c2ccco2)C2C(=O)N(c3ccc(F)cc3)C(=O)C21 (stereo not given)
  i	i	i	i	i	i	i	i	i	i	i
Cc1ccc2oc(C(=O)N3CCC(O)(c4ccccc4)CC3)c(C)c2c1
  15*	i	i	i	i	i	i	i	i	i	i
COc1ccc(/C=C/C(=O)NC(=S)NNC(=O)c2cccs2)cc1
  i	·	i	i	i	i	i	i	i	i	i
CC1CCCC(C)N1C(=O)Cc1ccccc1 (stereo not given)
  i	i	i	i	i	i	i	i	i	i	i
COc1ccccc1/C=C/C1(C(=O)NC2CCCC2)CC(=O)N1c1ccccc1 (stereo not given)
  i	i	i	i	i	i	i	i	i	i	i
CCN(CC)C(=O)Oc1ccc2c(c1)O/C(=C\c1ccco1)C2=O
  i	i	i	i	i	i	i	i	i	i	i
O=C(Nc1c(C(=O)N2CCCCC2)cnn1-c1ccccc1)c1ccccc1F
  i	i	i	i	i	i	i	i	i	i	i
O=C(CSc1nnc(SCc2cccc3ccccc23)s1)c1ccc2c(c1)OCO2
  i	i	i	i	i	i	i	i	i	i	i
COc1cc(C(=O)OC2CCOC2=O)cc(Cl)c1OC (stereo not given)
  i	i	i	i	i	i	i	i	i	i	i
O=C(CSc1ccccn1)N/N=C/c1ccccc1[N+](=O)[O-]
  i	i	i	i	i	i	i	i	i	i	i
CCOC(=O)c1ccc(NC(=O)NCc2ccc(OC)cc2)cc1
  i	i	i	i	i	i	i	i	i	i	i
CC1CCCCN1C(=O)CSc1nc2c(c(=O)n(C)c(=O)n2C)n1C (stereo not given)
  i	i	i	i	i	i	i	i	i	i	i
COc1cccc(N(CC(=O)NC(C)c2ccccc2)S(C)(=O)=O)c1 (stereo not given)
  i	i	i	i	i	i	i	i	i	i	i
COC(=O)c1cc(C(=O)Nn2cnnc2)cc([N+](=O)[O-])c1
  i	i	i	i	i	i	i	i	i	i	i
O=C(NCCO)C1CCN(S(=O)(=O)c2ccc(F)cc2)CC1
  i	i	i	i	i	i	i	i	i	i	i
CCC(=O)n1nc(-c2cccnc2)nc1NCc1ccccc1
  i	i	·	i	·	i	i	i	·	i	·
COc1ccc(NS(=O)(=O)c2c(C)cc(C)cc2C)cn1
  i	i	i	i	i	i	i	i	i	i	i
C#CCOCCOCCOCCNc1nc(N2CCN(C(=O)CCCCCCCCCCNC(=O)Cn3cc(C[C@@H](C)O)nn3)CC2)nc(N2CCN(C(=O)CCCCCCCCCCNC(=O)[C@@H]([C@H](C)CC)n3cc(CCCCCN)nn3)CC2)n1
  ·	·	6.9*	·	i	·	·	·	25*	i	i
CCC(=O)Nc1cc2nn(-c3ccc(C)cc3)nc2cc1C
  i	i	i	i	i	i	i	i	i	i	i
CC(C)CC(=O)NC(=S)Nc1cc(C(F)(F)F)ccc1N1CCOCC1
  i	i	i	i	i	i	i	i	i	i	i
O=C(Nc1ccccc1C(=O)N1CCCC1)c1ccc(Cl)cc1Cl
  i	i	i	i	i	i	i	i	i	i	i
O=C(Nc1cccc([N+](=O)[O-])c1)C1C2/C=C\CCCCC21 (stereo not given)
  i	i	i	i	i	i	i	i	i	i	i

Next section
Below each SMILES: TRPC4 potent	TRPC4 block	MrgX1 PAM	TRPC6 act	MrgX1 ag	TRPC6 inh	RGS4 block	TRPC4 act	ANO1 block	ANO1 activ	MrgX1 antag
COc1cccc(C(=O)Nc2c3c(nn2-c2cccc(C)c2C)CS(=O)C3)c1OC (stereo not given)
  i	i	i	i	i	i	i	i	i	i	i
C=CCNC(=S)Nc1cccc([N+](=O)[O-])c1
  i	i	i	i	i	i	i	i	i	i	i
c1ccc2c(c1)OC(CCCN1CCCCC1)c1ccccc1S2 (stereo not given)
  i	i	i	i	i	i	i	i	i	i	i
Cc1cc(NC(=O)CSCc2ccc([N+](=O)[O-])cc2)no1
  i	i	i	i	i	i	i	i	i	i	i
O=C(NCCN1CCCC1)c1ccc(Cn2c(=S)[nH]c3ccc(Br)cc3c2=O)cc1
  i	i	i	i	i	i	i	i	i	i	i
CC1(C)CC(=O)C=C(NC2CCCCCC2)C1
  i	i	i	i	i	i	i	i	i	i	i
CC(=O)c1cccc(N(C(=O)c2ccco2)C(C(=O)NC2CCCCC2)c2ccc(C)o2)c1 (stereo not given)
  i	i	i	i	i	i	i	i	i	i	i

Source: PubChem (Johns Hopkins Ion Channel Center)
